# Screens (PubChem BioAssay)
# rCAG binder – binders of r(CAG) RNA repeats, primary screen, biochemical, fluorescence; 1.3% of 370,000 active; r(CAG) RNA repeat, TO-PRO-1 dye displacement fluorescence; inhibition, % at 3 µM; AID 651821, 2012;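 active means inhibition above the plate cutoff, the mean of all test compounds on that plate plus 3 SD, cut at about 35% in these data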;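 further: 0% = DMSO alone and 100% = 100 µM mitoxantrone as full dye displacement; higher means more dye released from RNA so lower well fluorescence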
# PG9 binder – binders of HIV-1 gp120 antibody PG9, primary screen, biochemical, TR-FRET; TR-FRET gp120-PG9 antibody binding; 0.43% of 360,000 active; HIV-1 gp120 / PG9 antibody interaction; inhibition, % at 6.7 µM; AID 624416, 2012; in the data active means inhibition above about 8.5%
# TCR-CD3 inh – inhibitors of human TCR-CD3 interaction, primary screen, biochemical, fluorescence, TAMRA-labeled TCR probe; T-cell receptor (TCR); inhibition, % at 9.4 µM; 0.37% of 360,000 active; AID 651800, 2012; in the data active means inhibition above about 19%;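 further: recombinant mutant TCR 2C K166C tagged with TAMRA read by polarization; 0% = receptor in buffer alone and 100% = receptor with positive control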
# NR1D1 modulator – modulators of Rev-erb alpha DNA binding, primary screen, biochemical, FITC-DNA, fluorescence polarization, uHTS. Rev-erbα–FITC-DNA binding, 90 min. activity, % at 10 µM. 0.79% of 370,000 active;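 active means activity above about 14%, limit read from the data; passing the limit was not always enough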;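 further: 0% = DMSO wells with 35 nM protein and 100% = DMSO wells with 750 nM protein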
# MBD2 DNA inh – inhibitors of MBD2 binding to methylated DNA, primary screen, biochemical, TR-FRET, DNA-binding domain, human. AID 686964, 2013. inhibition, % at 4.4 µM. MBD2 binding to methylated oligonucleotide. 0.31% of 370,000 active; in the data active means inhibition above about 13%
# HTRA1 inhibitor – HTRA1 serine protease inhibitors, primary screen, biochemical, fluorescence polarization, HTS. Q92743. recombinant HTRA1, FP-rhodamine activity-based probe. inhibition, % at 5.96 µM. 0.5% of 340,000 active; in the data active means inhibition above about 36%;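 further: 0% = enzyme with DMSO and 100% = wells lacking enzyme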
# mABHD4 FP – ABHD4 inhibitors, primary screen, biochemical, fluorescence polarization, mouse. purified mABHD4, FP-Rh probe fluorescence polarization. inhibition, % at 8.92 µM. 0.54% of 370,000 active. AID 720543, 2013;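 active means inhibition exceeding the mean over every tested compound plus 3 SD, cut at about 30% in these data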;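 further: 0% = plate median of compound wells and 100% = S159A mutant with DMSO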
#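 assay system = mABHD4 protein | compound dosing = single nominal dose of 8.92 µM, 0.89% DMSO final | read-out basis = percent inhibition of probe binding, normalized to plate controls | schedule = Enzyme–compound pre-incubation 45 min, then probe 60 min, both 25 °C | detection = fluorescence polarization, excitation 525 nm, emission 598 nm, BODIPY TMR filters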
# PRMT1 FP inh – PRMT1 methyltransferase inhibitors, primary screen, biochemical, fluorescence polarization; Protein arginine N-methyltransferase 1 (Homo sapiens), Q99873; recombinant PRMT1, activity-based probe fluorescence polarization; inhibition, % at 2.79 µM; 1.3% of 370,000 active; AID 652257, 2013;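 active means inhibition above about 21% made by adding two undisclosed values, limit read from the data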
# LEDGF integ inh – blockers of LEDGF/p75-dependent integrase strand transfer – biochemical, TR-FRET, high throughput, primary screen; HIV-1 integrase (with human LEDGF/p75); TR-FRET IN-LEDGF/p75 DNA integration, Eu/Cy5; inhibition, % at 3.7 µM; 0.64% of 370,000 active; AID 743269, 2014;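 active means inhibition above the screen-wide mean plus 3 SD, cut at about 13% in these data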;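 further: signal is the Cy5 over europium emission ratio at 671 and 618 nm; 0% = plate median of compound wells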
# UHRF1 binding – UHRF1 methylated DNA binding inhibitors, primary screen, counter-screen for MBD2 inhibitor project, biochemical, TR-FRET, human UHRF1, single concentration. E3 ubiquitin-protein ligase UHRF1 (Homo sapiens), Q96T88. UHRF1 binding to methylated oligo. inhibition, % at 4.4 µM. 0.75% of 370,000 active; in the data active means inhibition above about 21%;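 further: UHRF1 SRA domain binding a hemimethylated CpG hairpin DNA probe; 0% = median of test compound wells and 100% = reference inhibitor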
# Target sequence (Q96T88 whole entry, looked up, the tested form may be a part): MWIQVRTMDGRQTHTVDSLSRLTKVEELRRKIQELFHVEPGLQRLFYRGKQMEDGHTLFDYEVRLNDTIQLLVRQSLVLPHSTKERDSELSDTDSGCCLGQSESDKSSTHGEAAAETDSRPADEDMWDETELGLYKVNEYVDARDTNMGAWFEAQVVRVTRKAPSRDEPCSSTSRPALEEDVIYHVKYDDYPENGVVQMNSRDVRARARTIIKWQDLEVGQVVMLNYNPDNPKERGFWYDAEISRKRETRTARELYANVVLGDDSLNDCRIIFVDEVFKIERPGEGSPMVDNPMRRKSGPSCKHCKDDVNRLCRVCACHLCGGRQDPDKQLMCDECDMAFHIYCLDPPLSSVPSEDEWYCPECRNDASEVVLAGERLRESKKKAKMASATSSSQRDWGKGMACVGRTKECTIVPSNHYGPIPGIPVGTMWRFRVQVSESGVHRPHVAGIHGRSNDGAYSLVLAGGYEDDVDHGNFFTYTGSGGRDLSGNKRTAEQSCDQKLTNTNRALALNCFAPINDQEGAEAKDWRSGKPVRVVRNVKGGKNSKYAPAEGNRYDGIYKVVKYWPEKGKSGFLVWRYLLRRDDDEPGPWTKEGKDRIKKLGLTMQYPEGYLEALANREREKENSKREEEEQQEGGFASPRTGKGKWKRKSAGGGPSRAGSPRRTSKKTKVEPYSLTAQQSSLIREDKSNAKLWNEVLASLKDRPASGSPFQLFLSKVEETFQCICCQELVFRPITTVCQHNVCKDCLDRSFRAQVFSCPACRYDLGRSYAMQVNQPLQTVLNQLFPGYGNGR
# * hit, by the source's call; . = no result given. This is a subset. The share of hits here may be higher or lower than overall.
Compound	mABHD4 FP	MBD2 DNA inh	rCAG binder	LEDGF integ inh	TCR-CD3 inh	PRMT1 FP inh	PG9 binder	UHRF1 binding	NR1D1 modulator	HTRA1 inhibitor
CCOC(=O)COc1c(OC)cc(Cl)cc1C1Nc2ccccc2C(=O)N1c1ccccc1 (stereo unspecified)	-4	2	3	1	0	1	-0.1	-1	.	-54
COc1ccc(Cl)cc1-n1c(=S)sc2c(=O)[nH]c(SCC(=O)NCC3CCCO3)nc21 (stereo unspecified)	4	-2	41*	-1	4	2	-0.5	2	-2	-3
CSc1nccn1CC(=O)Nc1ccc(F)cc1	1	1	1	2	8	-2	0.8	-3	-2	6
CC(C)Cn1c(-c2ccco2)nc2c(c(=O)c3ccccc3n2C)c1=O	-16	6	18	0	4	1	0.8	-4	-5	.
Cc1ccc(C(=O)NCCCN2CCOCC2)c(C)c1	-2	-1	0	5	0	-4	-2.1	-2	-1	1
CC(C)NC(=O)Nc1ccc2c(c1)C(=O)N([C@H](C)CO)C[C@H](C)[C@@H](CN(C)C(=O)Nc1ccc3c(c1)OCO3)O2	2	-1	3	-4	3	0	0.9	-2	2	4
NC(=O)COC(=O)CC(c1ccccc1)c1ccccc1	-2	2	-2	5	5	-1	-1.2	-1	-2	5
O=S(=O)(c1ccc2nc(SCc3ccc(Cl)cc3)[nH]c2c1)N1CCOCC1	-3	9	5	-1	0	4	-0.1	3	-3	-10
Cc1ccc(NC(=O)c2ccc3c(c2)OCCO3)nc1	-1	13	-1	0	6	1	-0.7	0	-2	-1
O=C(COC(=O)c1ccco1)Nc1ccc([N+](=O)[O-])cc1Cl	7	5	1	-1	1	3	0.6	0	11	8
COc1cc(NS(=O)(=O)c2ccc3[nH]c(=O)[nH]c3c2)cc(OC)c1	-5	-5	1	7	4	-3	-0.7	-2	1	-5
Cc1ccc(C)c(OCCNc2ncccc2[N+](=O)[O-])c1	-2	-1	-3	0	2	-4	-2.4	2	9	-17
CCCc1cc2c(cc1NS(=O)(=O)c1ccc(CCNC(C)=O)cc1)OCO2	5	-4	-1	3	2	3	1.1	-3	-5	1
CC(C)n1cc2c(N)ncnc2n1	0	1	4	-2	5	-4	0.5	0	0	1
COc1ccc(CCNC(=O)COc2ccc(S(=O)(=O)NC(C)C)cc2)cc1OC	3	2	-7	-1	0	-3	-1.8	2	-1	4
Cn1c(=S)[nH]c2cccnc21	-12	7	2	-3	8	4	0.5	1	-1	3
COc1ccc(C(=O)NC2CC2)cc1OC1CCN(Cc2ccc(NC(C)=O)cc2)CC1	-4	0	-6	2	7	-1	-2.1	-1	4	5
c1ccc(CNC2=NCCCC2)cc1	11	-5	-3	1	0	-1	1.2	0	-5	4
Cc1ccc(S(=O)(=O)N2CCCC2CNC(=O)c2ccc(F)c(F)c2)cc1 (stereo unspecified)	1	5	-3	2	5	-1	1.0	1	-4	-14
O=C(NCc1ccccn1)c1cc(-n2cnnc2)ccc1Cl	-2	-2	-1	1	5	-2	2.0	0	-6	6
Cc1ccc(Oc2cc(NC(=O)CCCn3nc([N+](=O)[O-])c(Cl)c3C)cc([N+](=O)[O-])c2)cc1	-4	-6	2	1	-2	1	0.2	4	0	-1
Cc1ccc(SSc2cc(C)ccc2N)c(N)c1	14	0	6	-3	9	70*	-3.4	-12	1	-2
CCc1cccc(CC)c1NC(=O)C1CCN(C(=O)c2ccco2)CC1	-1	-1	-2	-1	4	-1	-1.2	1	-1	5
C=CCNc1nc2c(c(=O)n(C)c(=O)n2C)n1CCCCCC	6	3	-8	-2	-7	1	1.0	5	4	-6
O=C(COc1ccccc1)Nc1nnc(-c2ccc3c(c2)CCCC3)o1	-5	3	30	9	0	-8	1.2	-1	3	15
Cn1cc(C(=O)N2CCN(c3ccccc3)CC2)c(=O)c2cc(S(=O)(=O)N3CCCC3)ccc21	7	5	-2	-1	2	3	0.1	2	-5	-7
CSCCC(NC(=O)COc1ccccc1)C(=O)N(C)Cc1cccc(F)c1 (stereo unspecified)	-1	3	-8	-2	-8	1	-0.8	3	-1	-3
O=C(NC1CCCCC1)C(c1ccccc1F)N(Cc1ccco1)C(=O)Cn1nnc2ccccc21 (stereo unspecified)	6	4	-1	0	-3	2	-0.4	0	4	-6
c1ccc(OCc2nnc3n2CCCCC3)cc1	-3	3	3	0	6	-4	-0.6	0	1	2
O=C(Cc1ccccc1)NNC1CC(=O)N(c2ccccc2)C1=O (stereo unspecified)	-4	-4	5	3	-3	1	-0.9	0	3	0
CC(C)=CCc1ccc(O)c(=O)cc1C(C)C	20	-2	3	3	-1	-5	-1.7	-2	1	24
N#C/C(=C\c1ccc(Sc2ccccc2)o1)c1nc2ccccc2[nH]1	-2	0	9	-5	2	5	-1.3	2	-12	-26
Nc1nc(F)cc(N2CCCCCC2)n1	-4	-4	-1	-1	0	-1	-0.2	-2	-1	9
O=C(NCc1ccc(F)cc1)C1CC(=O)N(CCc2ccccc2)C1 (stereo unspecified)	0	1	-2	-6	6	1	-0.2	-1	-10	10
COc1ccc(OC)c(Nc2c3ccccc3nc3ccccc23)c1	10	-5	1	-3	-2	-2	-4.6	-5	2	8
O=C(C1CCN(S(=O)(=O)c2ccccc2F)CC1)N1CCCC1	3	-1	-3	-2	-1	1	1.3	-1	4	-8
O=C(CN1C(=O)NC2(CCCC2)C1=O)c1ccc(Cl)s1	7	1	6	1	-4	1	-1.4	-2	-3	-1
COC(=O)c1c(C)[nH]c(C(=O)CN2C(=O)NC3(CCOc4ccccc43)C2=O)c1C (stereo unspecified)	3	-3	3	1	0	-2	-1.9	-2	1	-2
Cc1ccc(-c2nnc(SCC(=O)NNC(=O)COc3cccc4ccccc34)n2C)cc1	7	-2	0	0	2	-6	-0.1	-3	5	.
CCOc1ccccc1CNCCNC(=O)c1nonc1N	0	-7	-1	9	0	-5	2.4	-1	3	-2
COc1ccc(C2=CC(=O)C[C@H](c3ccc(OC)cc3)C2)cc1	6	0	-3	-4	1	-1	-0.6	-2	1	-33
C=CCNC(=O)C1CCN(c2cc(C)nc(-c3ccccc3)n2)CC1	6	-2	-5	-3	-4	-3	-0.2	-2	1	7
COc1ccccc1/C=C1\SC(=S)N(CCC(=O)Nc2cc(C)on2)C1=O	-3	-2	6	1	1	-4	-1.5	-1	-1	-55
O=C1N(CCCN2C(=O)C3(OCCO3)c3ccccc32)c2ccccc2C12OCCO2	3	2	-8	0	-1	-1	1.8	2	4	2
Cn1c(O)c(/C=N/Nc2ccccc2)c(=O)n(C)c1=O	-14	-1	3	-3	2	12	-3.7	-8	2	8
S=C(NCCC(c1ccccc1)c1ccccc1)Nc1ccc(Cl)cc1	-64	-5	10	-1	4	0	-2.1	0	-3	-66
O=C(CSc1ccc(Cl)cc1)Nc1ccc(N2CCN(C(=O)c3ccco3)CC2)cc1	-1	0	6	-4	-3	-2	0.9	8	-4	4
C/C(N)=C(/C#N)C(=O)COC(=O)CCCNC(=O)c1ccc(Cl)cc1	-1	8	-1	0	-3	10	-0.6	5	-2	7
COc1cc(S(=O)(=O)N2CCOCC2)ccc1NC(=O)CSc1n[nH]c(=O)[nH]c1=O	-6	0	0	-2	-1	2	-0.7	-2	1	-1
O=C1c2ccccc2C(Nc2ccc3c(c2)OCO3)N1Cc1ccco1 (stereo unspecified)	18	-6	8	-1	-3	12	-0.2	-3	6	24
COc1ccc(C=NNC(=O)NN=Cc2ccc(OC)c(OC)c2)cc1OC	-1	-7	1	3	-8	0	-2.9	-3	-4	2
CC(Oc1ccc2c(=O)c(-c3ccc(Cl)cc3)c(C(F)(F)F)oc2c1)C(=O)O (stereo unspecified)	-1	-5	9	6	5	-1	-0.5	-1	2	-1
CCN(C(=O)Cc1c(C(=O)O)n(CC)c2ccccc12)c1cccc(C(F)(F)F)c1	2	-2	26	0	-4	7	0.2	4	4	-4
CC(C)CCNC(=O)NC(=O)CSc1nnc(-c2ccccc2Br)o1	3	3	-6	2	1	-1	-0.7	1	-5	-11
O=C1CCCN1CCCNS(=O)(=O)c1cccs1	-5	-2	1	3	9	-5	-0.4	0	1	1
COC(=O)c1cc2c(c3c4ccccc4n(S(=O)(=O)c4cccc(C)c4)c13)C(=O)N(Cc1ccc(N(C)C)cc1)C2	-1	-8	16	4	-2	22*	4.9	-3	4	.
COc1cccc(/C=C2\SC(=S)N(CCCC(=O)N3CCCCC3)C2=O)c1	4	-2	3	-1	9	-1	-1.7	0	9	5
O=CN1CCN(C(=O)c2ccc3c(c2)OCO3)CC1	1	2	0	1	5	-2	0.3	-2	-3	0
CCn1c(SCC(=O)NC2CCCCC2)nnc1-c1cc2cccc(OC)c2o1	-1	-3	-6	3	2	0	-1.0	0	-5	-8
COc1ccc(CN2C(=O)C(CC(=O)NCCCCc3ccccc3)CC(C(=O)N(C)C)=C2C)cc1 (stereo unspecified)	1	0	-1	-4	-2	3	1.1	-1	-10	1

# Grouped by structure, those above containing a CF3 group.
Compound	mABHD4 FP	MBD2 DNA inh	rCAG binder	LEDGF integ inh	TCR-CD3 inh	PRMT1 FP inh	PG9 binder	UHRF1 binding	NR1D1 modulator	HTRA1 inhibitor
CC(Oc1ccc2c(=O)c(-c3ccc(Cl)cc3)c(C(F)(F)F)oc2c1)C(=O)O (stereo unspecified)	-1	-5	9	6	5	-1	-0.5	-1	2	-1
CCN(C(=O)Cc1c(C(=O)O)n(CC)c2ccccc12)c1cccc(C(F)(F)F)c1	2	-2	26	0	-4	7	0.2	4	4	-4

# Other structures:
Compound	mABHD4 FP	MBD2 DNA inh	rCAG binder	LEDGF integ inh	TCR-CD3 inh	PRMT1 FP inh	PG9 binder	UHRF1 binding	NR1D1 modulator	HTRA1 inhibitor
CN(C)c1ccc(N=Nc2ccccc2C(=O)OCC(=O)N(C)C2CCCCC2)cc1	0	-3	0	3	-1	-1	-0.6	2	7	4
Cc1ccc(S(=O)(=O)c2nc(S(=O)(=O)c3ccc(C)cc3)c(N3CCN(CCO)CC3)s2)cc1	-15	7	4	-6	0	8	0.7	4	3	-12
COC(=O)c1ccc(S(=O)(=O)N2CCN(C)CC2)n1C	5	1	-2	-1	-1	-2	0.7	0	2	-5
CS(=O)(=O)Nc1ccc2c(c1)ncn2CCc1ccccc1	3	-3	-1	3	-2	-2	0.1	0	3	-3
c1ccc(Cn2c(-c3ccco3)nc3nc4ccccc4nc32)cc1	-44	6	23	-2	-9	16	3.2	0	-1	-20
O=C(NCc1ccccc1Cl)c1ccc2nc([C@@H]3O[C@H](CO)[C@@H](O)[C@H]3O)[nH]c2c1	0	-4	2	0	-5	-8	0.6	4	-7	.
O=C(Cc1cccs1)Nc1nc(-c2ccccc2)cs1	-12	6	1	-1	1	0	0.4	0	-2	-32
